Screens as filed in PubChem BioAssay.
PKM2 activator = activators of human pyruvate kinase M2; hit rate 0.34% among 260,000; Potency, µM (top dose mostly 57.5 µM), for the others: at the top dose activation, hits mostly activators; purified PKM2, Kinase-Glo ATP luminescence, activation; response scale: 0% is enzyme alone, no compound; P14618; also: potency is read from the fitted curve at half-maximal effect; % is scaled to controls: 0 for no effect and ±100 for the full control effect; nearly all actives have a fitted effect of over 55% in size
Target sequence (P14618 whole entry, looked up): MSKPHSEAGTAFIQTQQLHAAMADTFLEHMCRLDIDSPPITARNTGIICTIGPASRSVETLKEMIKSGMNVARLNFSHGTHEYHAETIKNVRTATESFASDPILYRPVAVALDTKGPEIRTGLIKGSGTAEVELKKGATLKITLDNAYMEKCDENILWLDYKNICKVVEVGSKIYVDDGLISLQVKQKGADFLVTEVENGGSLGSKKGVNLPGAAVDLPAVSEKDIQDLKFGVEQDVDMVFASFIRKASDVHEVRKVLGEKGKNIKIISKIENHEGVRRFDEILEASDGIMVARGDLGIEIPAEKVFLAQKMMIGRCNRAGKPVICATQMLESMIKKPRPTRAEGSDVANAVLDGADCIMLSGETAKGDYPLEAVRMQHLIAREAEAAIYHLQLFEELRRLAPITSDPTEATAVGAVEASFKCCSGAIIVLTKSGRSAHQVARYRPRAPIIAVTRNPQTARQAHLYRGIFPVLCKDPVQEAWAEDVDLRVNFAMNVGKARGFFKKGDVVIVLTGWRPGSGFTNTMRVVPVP
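ATP formation by purified human PK-M2, quantified via coupled luciferase luminescence after 1 h at room temperature with 0.1 mM ADP and 0.5 mM PEP final.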
ELG1 genotox = induces genotoxicity in HEK293T cells with luciferase-tagged ELG1; hit rate 1.3% among 330,000; Potency, µM (series often up to 46 µM), for the others: at the highest dose activity change, positive = activation, actives largely listed as activators; HEK293T ELG1-luciferase reporter, luminescence, 16 h; also: potency is read from the fitted curve at half-maximal effect; % of control where 0% means no effect; nearly all actives have a fitted effect of over 60% in size
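Genotoxic stress is detected as increased luminescence from luciferase-tagged ELG1 in HEK293T cells, measured with ONE-Glo after a 16 hr treatment at 37 °C.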
RORg inh = inhibitors of mouse ROR gamma transcriptional activity. P51450. Drosophila S2 Gal4-RORgamma UAS-luciferase reporter, 20 h. Potency, µM (top dose mostly 53.6 µM), for the others: at the highest dose activity change, negative = inhibition, most hits filed as inhibitors. hit rate 5.4% among 310,000. AID 2551; also: potency is read from the fitted curve at half-maximal effect; % is scaled to controls: 0 for no effect and ±100 for the full control effect; nearly all actives have a fitted effect of over 60% in size
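A Gal4/UAS one-hybrid system in insect cells: metallothionein-promoter Gal4–ROR gamma fusion plus Photinus luciferase reporter. Copper sulfate 700 uM final, 20 hr ambient incubation, luminescent detection after 10 min with reagent.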
Rab9 promoter act = Rab9 promoter activation | Huh7 Rab9 promoter-luciferase reporter, luminescence, 24 h | Potency, µM (series often up to 9.22 µM), inactives show at the highest dose activation, negative = inhibition, hits mostly activators | hit rate 2.8% among 320,000; also: potency is read from the fitted curve at half-maximal effect; % of control where 0% means no effect; nearly all actives have a fitted effect of over 60% in size
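Using Huh7 cells stably transfected with Rab9 promoter–luciferase, compounds were incubated 24 h at 37 °C, 5% CO2; luciferase luminescence was read 10 min after reagent addition.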
FLuc modulator = firefly luciferase modulation, counter-screen for miR-21 project; purified FLuc, Km substrates, luminescence inhibition; hit rate 6.9% among 360,000; Potency, µM (highest dose often 57.5 µM), inactives show top-dose activity change, negative = inhibition, hits mostly inhibitors;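 also: potency is read from the fitted curve at half-maximal effect; plate controls were vehicle for no effect and reference inhibitor for full effect; nearly all actives have a fitted effect of over 55% in size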
Target sequence (P08659 whole entry, looked up): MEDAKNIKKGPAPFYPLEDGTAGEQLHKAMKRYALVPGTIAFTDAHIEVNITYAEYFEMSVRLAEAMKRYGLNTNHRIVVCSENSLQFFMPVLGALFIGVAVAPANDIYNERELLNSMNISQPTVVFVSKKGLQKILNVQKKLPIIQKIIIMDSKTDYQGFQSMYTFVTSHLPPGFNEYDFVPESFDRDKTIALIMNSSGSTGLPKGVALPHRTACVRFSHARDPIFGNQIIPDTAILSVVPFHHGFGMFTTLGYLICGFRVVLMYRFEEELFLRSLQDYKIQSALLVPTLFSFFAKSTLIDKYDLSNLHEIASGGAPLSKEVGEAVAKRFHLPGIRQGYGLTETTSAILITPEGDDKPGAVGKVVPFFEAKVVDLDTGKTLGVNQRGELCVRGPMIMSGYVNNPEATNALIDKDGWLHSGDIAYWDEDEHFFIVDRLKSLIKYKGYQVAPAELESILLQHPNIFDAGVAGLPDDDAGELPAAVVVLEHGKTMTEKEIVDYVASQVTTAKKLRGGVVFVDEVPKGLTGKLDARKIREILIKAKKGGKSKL
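Biochemical qHTS of compounds, final roughly 60 µM downward over six points, against 10 nM purified firefly luciferase using Km concentrations of substrates (10 uM D-luciferin, 10 uM ATP) in Tris acetate pH 7.5 buffer; luminescence output.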
NPC1 promoter act = activates the NPC1 promoter | Huh7 NPC1 promoter luciferase reporter, 24 h | hit rate 2.4% among 320,000 | AID 485313 | Potency, µM (doses to about 9.22 µM), for inactives: top-dose activation, hits mostly activators;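 also: potency is read from the fitted curve at half-maximal effect; % of control where 0% means no effect; nearly all actives have a fitted effect of over 60% in size; reporter is driven by a mutant NPC1 promoter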
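Huh7 reporter cells (NPC1 promoter driving luciferase) are dosed with compound for 24 h at 37 °C, 5% CO2; luciferase detection reagent is then added and luminescence measured after 10 min at ambient temperature.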
p53 reactivator = re-activators of mutant p53 | H1299 p53-A138V BP100-luciferase reporter, luminescence, 24 h | Potency, µM (top dose mostly 92.2 µM), for the others: at the highest dose activity change, positive = activation, actives largely listed as activators | hit rate 0.063% among 320,000; also: potency is read from the fitted curve at half-maximal effect; % of control where 0% means no effect; nearly all actives have a fitted effect of over 45% in size
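H1299 (p53-null), stable ts p53-A138V + BP100-Luc; 1000 cells/well, Opti-MEM/10% FBS; cpd 4 pt, 1:5; 24 h, 37 deg C, 5% CO2; detection reagent 10 min RT; luminescence.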
Giardia killer = kills Giardia lamblia; AID 540267; Giardia lamblia trophozoite viability; activity change, % at 7.66 µM, hits read low; hit rate 0.15% among 340,000; in the data active = activity change below about -80%; inconclusive = between about -30% and that limit;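 also: parasites exposed to compound for two days anaerobically before the ATP read; % is scaled to controls: 0 for no effect and ±100 for the full control effect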
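Luminescent ATP signal served as the viability read-out, measured 15-30 min after adding ATP detection reagent to trophozoites that had been incubated with compounds for 48 hrs at 37 deg C anaerobically at 100 cells/well.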
BRCA1 expr up = BRCA1 expression activation; MCF7-BRCA1-FFLuc reporter, luminescence, 48 h; response scale: scaled: vehicle 0%, 10 µM genistein 100%; Potency, µM (highest dose often 46.1 µM), inactives show top-dose activation, hits mostly activators; hit rate 1.1% among 380,000; AID 624202; also: potency is read from the fitted curve at half-maximal effect; nearly all actives have a fitted effect of over 80% in size; some results filed as inactive show a strong effect at the top dose
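Reporter cells (MCF7, BRCA1 promoter-firefly luciferase) received library compounds across a concentration series for 48 h. End-point luminescence was measured and concentration-effect curves derived after normalization.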
Menin-MLL TR inh = menin-MLL binding inhibition, Texas Red mutant peptide; O00255; Menin + Texas Red MLL mutant peptide, fluorescence polarization; Potency, µM (series often up to 61.6 µM), without a hit: at the highest dose FP activity change, negative = inhibition, actives largely listed as inhibitors; hit rate 0.23% among 270,000; AID 1768; active = well fitted inhibition curve with a large enough effect in the polarisation, with a control signal flat, not every such curve was filed as active; inconclusive = small, poorly fitted or top-dose-only effect, or effect the other way, or a change in a side signal; inactive = no such curve, though single readings can be large or run the other way; the % refers to the polarisation; also: potency is read from the fitted curve at half-maximal effect; % of control where 0% means no effect; many of its hits are not listed in these tables
VP16 counter = counter-screen for ROR gamma inhibitors: Gal4-VP16 reporter. Drosophila S2 Gal4-VP16 UAS-luciferase, luminescence, 20 h. Potency, µM (titrated, usually from 53.6 µM), for the others: at the highest dose activity, negative = inhibition, hits mostly inhibitors. hit rate 3.5% among 310,000;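 also: Gal4-VP16 expression switched on by copper sulfate through the metallothionein promoter; potency is read from the fitted curve at half-maximal effect; % is scaled to controls: 0 for no effect and ±100 for the full control effect; nearly all actives have a fitted effect of over 50% in size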
Numbers without * were called inactive; ? = inconclusive; / = not tested or not shown; [ ] = remark or other dose. Unless noted, calls follow the shape of the dose curve; as a rule, active = well fitted curve in the direction sought with a large enough effect; inconclusive = small, poorly fitted or top-dose-only effect, or another doubt; inactive = no such curve, though single readings can be large; an effect the other way counts as inactive or inconclusive.

No.	mol	PKM2 activator	ELG1 genotox	RORg inh	Rab9 promoter act	FLuc modulator	NPC1 promoter act	p53 reactivator	Giardia killer	BRCA1 expr up	Menin-MLL TR inh	VP16 counter
1	CSc1ccccc1NC(=O)C1=COCCO1	2.0%	8.3%	-4.8%	0.1%	0.6%	1.6%	15.6%	-14.0	13.8%	/	-0.3%
2	CSCCC(NS(=O)(=O)c1ccc(C)cc1)C(=O)N1CCN(C(c2ccccc2)c2ccccc2)CC1 (centres undefined)	/	-10.6%	/	1.5%	-0.8%	-1.1%	-5.9%	9.8	-28.9%	/	/
3	CCn1c(SCC(=O)Nc2ccccc2N2CCOCC2)nnc1-c1ccccc1	1.1%	-3.3%	0.0%	1.0%	2.8%[2.3 µM]	1.5%	-8.8%	-4.4	3.0%	-11.4%	-6.6%
4	C=CCN1C(=O)C(CC(=O)O)SC1=Nc1c(C)n(C)n(-c2ccccc2)c1=O (centres undefined)	1.9%	-4.9%	-0.5%	-4.2%	-1.3%	-3.0%	3.3%	1.2	-2.6%[1.84 µM]	5.3%	9.3%
5	CCOC(=O)C1CCCN(C(=O)Cn2cnc3sc(C)c(S(=O)(=O)N4CCOCC4)c3c2=O)C1 (centres undefined)	-0.7%	14.5%	0.4%	-2.3%	2.9%	-2.4%	-8.5%	-2.1	6.4%	4.9%	0.4%
6	C/C(=N\NC(=S)NC1CCCCC1)c1ccc(Cl)c(Cl)c1	-2.2%	2.2%	1.41µM*	1.4%	-5.5%	3.5%	3.4%	-4.2	7.3%	/	2.82µM*
7	Cc1c(NS(=O)(=O)c2ccc3c(c2)Cc2ccccc2-3)c(=O)n(-c2ccccc2)n1C	0.1%	-0.3%	-20.8%	-3.1%	?	-2.3%	16.7%	-23.7	-15.7%	-1.6%	14.5%
8	CC1CCCN(c2nc(N(C)c3ccccc3)nc(N)c2[N+](=O)[O-])C1 (centres undefined)	2.8%	-2.3%	44.5%	17.7%	?	5.1%	28.7%	26.8	-2.7%	/	0.8%
9	O=c1oc2ccccc2n1CCCCCn1c(=O)oc2ccccc21	3.3%	-1.3%	31.9%	-2.3%	-0.7%	-1.2%	11.6%	-5.3	-13.1%	0.8%	15.8%
10	CC(C)C(NC(=O)CSc1ccc(Cl)cc1)C(C)C	-1.4%	-13.2%	?	-2.3%	0.7%	-2.1%	-4.5%	-0.4	4.0%	-12.4%	-2.2%
11	COc1ccc(OC)c(-c2nc(C(N)=O)c3[nH]c(=O)n(-c4ccc(F)cc4)c3n2)c1	-1.0%	5.3%	2.1%	0.3%	-1.4%	5.5%	5.4%	2.2	-16.0%	-2.7%	2.4%
12	O=S(=O)(Nc1ccc(Oc2ncccn2)c(Cl)c1)c1ccc(F)cc1	-13.9%	1.1%	-3.0%	-0.3%	-11.9%	0.2%	-3.9%	-5.1	-6.0%	7.4%	-15.5%
13	O=C(N/N=C/c1cccnc1)c1ccccc1OCc1cccc(Br)c1	-0.8%	-11.6%	-0.6%	-7.7%	-17.9%	-4.4%	-5.0%	-5.2	-26.3%	-9.1%	6.8%
14	CC(C)Oc1ccccc1/C=N/NC(=O)c1ccc(F)cc1	0.0%	-0.6%	-36.9%	-2.7%	?	8.6%	1.9%	15.1	-0.9%	1.0%	5.7%
15	COCCN(Cc1cc2cc3c(cc2nc1Cl)OCO3)C(=O)Nc1ccc(F)cc1	6.1%	?	?	-21.0%	-1.4%	-9.2%	-2.2%	6.2	-58.0%	5.1%	1.2%[0.365 µM]
16	CCOC(=O)c1c(OCC)[nH]c2ccc(O)cc12	-5.4%	-2.3%	28.0%	-5.9%	-13.3%	0.0%	0.1%	12.2	2.5%	12.6%	7.8%
17	Cc1ccc(NC(=O)C(OC(=O)c2ccc(NC(N)=O)cc2)c2ccccc2)cc1Cl (centres undefined)	-0.5%	-0.1%	-0.7%	-1.0%	-13.2%	-0.7%	-2.5%	11.3	-30.5%	?	-20.1%
18	COc1ccc(NC(=O)CC2C(=O)N(C)C(=S)N2CCc2ccccc2)cc1 (centres undefined)	25.6%	-10.8%	?	-3.3%	0.9%	5.1%	-5.9%	-2.6	-45.3%	?	-5.2%
19	Cc1cccc(C(=O)OCN2C(=O)c3ccccc3C2=O)c1[N+](=O)[O-]	-7.2%	9.4%	-27.3%	-4.3%	-3.5%	-5.7%	21.3%	-22.8	-5.5%	/	-1.7%
20	C=C1CC2C3CC[C@@]4(OCOC45COCO5)[C@@]3(C)C(O)CC2[C@@]2(C)CCC(=O)C=C12 (some centres undefined)	2.7%	-9.1%	7.3%	-15.1%	-2.1%	-0.8%	20.5%	8.3	-91.3%	-15.6%	-10.5%
21	NC(=O)N/N=C/c1ccc(N2CCOCC2)s1	0.4%	7.8%	39.6%	2.0%	?	0.4%	-7.0%	-8.4	-0.5%	0.3%	1.1%
22	CC(=O)N1CCN(S(=O)(=O)c2cccc(C(=O)Nc3ccc(C)cn3)c2)CC1	0.2%	?	?	2.4%	?	-3.2%	28.9%	9.5	18.6%	-14.2%	-6.8%
23	O=S(=O)(NCCn1cccc1)c1ccc2ccccc2c1	-1.7%	-3.7%	2.9%	-0.1%	-2.1%	-3.8%	-3.5%	2.5	0.6%	-0.1%	9.4%
24	O=c1c2ccccc2cnn1Cc1ccc(Cl)c(Cl)c1	6.7%	5.8%	-4.8%	2.2%	-14.4%	0.0%	4.7%	11.5	-20.4%	-1.8%	-4.1%
25	FC(F)(F)c1ccc(-c2nnc(-c3ccccn3)c(-c3ccccn3)n2)nc1	0.5%	1.2%	-1.6%	-2.6%	-6.5%	-2.6%	-0.3%	-10.0	-2.2%	/	5.8%
26	CSc1nc(C)c(CCOCc2ccccc2)c(=O)[nH]1	1.2%	-2.6%	3.8%	-6.2%	-1.3%	0.8%	5.6%	9.5	31.8%	-3.2%	-3.2%
27	O=c1cc(-c2ccc([N+](=O)[O-])cc2)c2cc3c(cc2[nH]1)OCCO3	0.5%	4.9%	31.2%	-5.8%	-1.7%	-9.2%	3.9%	9.1	-37.7%	6.1%	19.3%
28	Cc1cc(=O)[nH]c(SCC(=O)N2CCCc3ccccc32)n1	0.8%	2.6%	0.6%	-5.1%	0.7%	-6.1%	-5.4%	-6.3	9.1%	-5.0%	-3.0%
29	CCc1nnc(NC(=O)CCC(=O)N2CCC(Cc3ccccc3)CC2)s1	/	-5.1%	8.7%	-4.0%	1.2%	1.9%	-4.0%	7.2	-16.6%	/	6.9%
30	O=C(Cc1ccccc1[N+](=O)[O-])Nc1nccs1	7.1%	-2.9%	9.4%	3.6%	-12.0%	-0.3%	-5.1%	0.7	-8.5%	/	-5.0%
31	CCn1c(N)c(C(=O)Nc2ccccc2C(=O)OC)sc1=S	3.9%	4.5%	-4.0%	-8.0%	?	-5.8%	-7.9%	-18.1	-57.6%	?	7.9%
32	CCOC(=O)Cc1csc(NC(=O)C(NC(=O)C2CCCCC2)C(C)C)n1 (centres undefined)	0.4%	-11.8%	11.9%	-5.2%	4.3%	-4.4%	1.1%	14.7	-17.1%	-15.4%	5.7%
33	COc1ccc(OCC(=O)NNC(=O)c2ccccc2OCc2c(C)noc2C)cc1	/	2.7%	/	-6.3%	-1.5%	0.2%	-4.5%	-19.3	-12.8%	/	/
34	O=C(NNC(=O)C1CC=CCC1)c1ccccc1Cl (centres undefined)	0.0%	10.8%	-19.1%	29.5%	-11.2%	24.7%	?	-7.8	50.4%	5.5%	2.8%
35	Cc1ccc2c(C)cc[n+](CCCS(=O)(=O)[O-])c2c1	1.4%	2.6%	-14.5%	-2.6%	-0.5%	-2.0%	-3.5%	-11.5	-27.9%	-6.0%	-4.7%
36	Cc1cc(C)n2nc(C(=O)OCC(=O)Nc3cc(Cl)ccc3C)nc2n1	/	-2.8%	/	3.7%	7.8%	-3.4%	-4.4%	22.5	-8.2%	/	/
37	O=C1/C(=C\c2ccco2)NC(=S)N1c1ccccc1	-11.3%	5.3%	20.6%	12.9%	-1.4%	1.2%	1.6%	0.4	65.9%	-5.7%	0.7%
38	CC(=O)c1ccc(OCC(O)CN(C)CCOc2ccc(Br)cc2)cc1 (centres undefined)	-3.7%	-0.8%	-0.7%	-6.2%	1.3%	-4.2%	-3.8%	9.0	-39.3%	-13.3%	4.2%
39	O=C(CN1CCN(Cc2ccccc2)CC1)N/N=C/c1cccs1	8.9%	3.0%	-14.4%	-3.7%	1.2%	-0.1%	1.5%	?	26.7%	/	2.3%

These rows are one share of the data, so the mix of outcomes need not match the whole.
